# mec2-1: NCI yeast anticancer drug screen, S. cerevisiae mec2-1 strain; % growth inhibition at 50 µM; 9% of 79,000 active; AID 157;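 note: 0% = growth of vehicle-only cultures of the same strain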
#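 Growth inhibition is read against vehicle-treated controls after compound exposure of the mec2-1 yeast strain, which is defective in DNA damage repair or cell cycle control.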
# sgs1 mgt1: NCI yeast anticancer drug screen, S. cerevisiae sgs1 mgt1 strain; AID 161; 10% of 78,000 active; % growth inhibition at 50 µM;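 note: 0% = growth of vehicle-only cultures of the same strain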
#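 This yeast growth screen uses a strain with defined DNA-repair lesions; compound-treated growth is compared with vehicle-treated growth.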
# yeast rad50: NCI yeast anticancer drug screen, S. cerevisiae rad50 strain | AID 155 | 10% of 79,000 active | growth inhibition, % at 50 µM;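 note: 0% = growth of vehicle-only cultures of the same strain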
#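 A DNA repair-deficient yeast mutant serves as the test organism; compound-induced growth inhibition is calculated against vehicle-treated cells.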
# yeast bub3: NCI yeast anticancer drug screen, S. cerevisiae bub3 mutant strain. growth inhibition, % at 50 µM. 9.9% of 78,000 active;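 note: 0% = growth of vehicle-only cultures of the same strain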
#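 Steps: expose the mutant yeast strain to compound; grow alongside vehicle-treated cultures; measure growth; express inhibition against the vehicle cultures.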
# cln2 rad14: NCI yeast anticancer drug screen, S. cerevisiae cln2 rad14 strain. growth inhibition, % at 50 µM. 8.3% of 78,000 active. AID 165;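 note: 0% = growth of vehicle-only cultures of the same strain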
#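 Yeast carrying cln2 and rad14 alterations (cell cycle control and DNA damage repair) were exposed to compounds. Growth inhibition was measured against vehicle-treated controls.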
# mlh1 rad18: NCI yeast anticancer drug screen, S. cerevisiae mlh1 rad18 strain; % growth inhibition at 50 µM; 11% of 79,000 active; AID 175;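 note: 0% = growth of vehicle-only cultures of the same strain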
#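 In this whole-cell yeast screen, a strain with altered DNA damage repair is challenged with compound, and its growth is measured against matched vehicle-treated controls.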
# Starred values were filed as active, the others as inactive; . = not tested or not shown; & = joins results of further samples. Cut-off read from the data, not from the text of the source: active = growth inhibition above about 70%; inactive = the rest. Rows were taken by chance, and some 14% of all compounds hit somewhere here.
SMILES,mec2-1,sgs1 mgt1,yeast rad50,yeast bub3,cln2 rad14,mlh1 rad18
O=C(NC(c1ccccc1)C(Cl)(Cl)c1ccccc1)c1ccccc1 (centres undefined),-8,6,22,23,0,23
CN1C(c2ccncc2)=NCC12CCCCC2,7,4,17,13,1,-2
CCN(CC)C(C)(C)C(=O)/C=C/c1ccc(Cl)cc1,5,25,2,55,-5,20
CSC(SC)(SC)c1cc(C)no1,26,0,6,10,32,3
CCN(CC)CCOC(=O)c1ccc(NC(=O)Nc2ccc([N+](=O)[O-])cc2)cc1,-17,-12,-6,-9,-9,-4
Cc1cc(NC(=S)SCc2ccc(Cl)cc2)c([N+](=O)[O-])cc1C,98*,97*,96*,96*,94*,97*
O=S(=O)(O)CCCCO,-30,1,4,6,22,10
O=[N+]([O-])c1ccc(/C=N\N=P(c2ccccc2)(c2ccccc2)c2ccccc2)cc1,3,13,-6,-5,2,-4
CCOC(=O)C(NC(=S)Cc1ccccc1)C(=O)OCC,-3,-5,10,10,-6,0
C=C1CC2C[C@H](OS(=O)(=O)c3ccc(C)cc3)C(C1)N2C (some centres undefined),27,28,12,37,38,30
CCCC(C(CC)CO)C(CC)C(O)C(CC)CO (centres undefined),-13,-12,-22,-8,31,-12
CC(=O)C1CCC(C)(O)CC1=O (centres undefined),-18,-14,-1,-8,-9,-4
CC(C)c1ccccc1O,31,10,35,0,9,22
COC(=O)c1ccccc1N=NNc1ccc2c(=O)c3ccccc3[nH]c2c1,2,22,24,12,35,66
COc1cc(C#N)cc(OC)c1,-16,-27,-17,-12,4,-6
CCOC(=O)CCc1c(C)c2c(O)cc(O)cc2oc1=O,-4,-20,3,-43,8,21
CCOC(=O)C1SC(=Nc2cccc(Cl)c2C)N=C1C (centres undefined),88*,82*,85*,89*,86*,86*
CCCCCCCCOC(=O)c1cc([N+](=O)[O-])c(Sc2ncnc3nc[nH]c23)c([N+](=O)[O-])c1,30,26,32,16,12,24
O=NN(CC(=O)OCc1ccccc1)NC(=O)OCc1ccccc1,18,10,23,-3,-37,19
CC#CC(O)(C(=O)OC1CCC2CCC1N2C)C1CCCC1 (centres undefined),-9,-23,-26,-3,6,-5
Fc1ccc(N(c2nc(Cl)nc(Cl)n2)c2nc(Cl)nc(Cl)n2)cc1,-14,-15,-16,-6,20,-14
Cc1nc2c(Cl)cc(Cl)c(Cl)c2s1,5,.,10,.,.,51
OC1C(OCc2ccccc2)OC(COCc2ccccc2)C(OC2OC(COCc3ccccc3)C(OCc3ccccc3)C(OCc3ccccc3)C2OCc2ccccc2)C1OCc1ccccc1 (centres undefined),-10,-14,-2,-3,-9,-4
CCOc1ccccc1/C=N/Nc1nnc(N/N=C/c2ccccc2OCC)c2ccccc12,49,42,44,44,45,44
O=C(/C=C/c1ccco1)c1ccc(Cl)cc1,49,35,30,32,8,21
C1=CC(=NN=P(c2ccccc2)(c2ccccc2)c2ccccc2)C=C1,8,20,22,19,20,14
Cc1ccc(/C=C/C(=O)C(C)(C)CN2CCCCC2)cc1,-9,25,36,10,14,18
Cc1ccc(NC(=O)CCCCC(C)NCC(O)c2ccc(O)c(O)c2)cc1 (centres undefined),8,31,-32,7,-25,52
O=NN(CCCl)C(=O)NC1CCC(CC2CCC(NC(=O)N(CCCl)N=O)CC2)CC1 (centres undefined),6,8,25,-6,30,11
O=C(O)c1ccc(/C=N/N2CCN(/N=C/c3ccc(C(=O)O)cc3)CC2)cc1,2,3,2,-7,-3,-15
CCOC(=O)CC1(CC(=O)OCC)OCCO1,7,-2,-6,-29,-4,-26
C/C(C#N)=C1/Nc2ccccc2NC1=O,9,-25,1,15,-10,5
Cc1cc2ccccc2nc1-c1ccncc1,-3,-7,3,-7,-45,1
CCCC(=S)Nc1ccccc1,-7,5,5,8,-7,10
CC(Cl)CN1c2ccccc2Sc2ccccc21 (centres undefined),13,5,31,4,11,33
CN(O)C(=S)c1ccccc1,93*,93*,92*,92*,90*,87*
Cc1nc(N)nc(Nc2ccc(Br)cc2)c1Br,7,-8,-6,36,-13,4
CC1C(=O)C(Br)CC2C1(C)CCC1C2(C)CCC2(C)C3CC(C)(C)CCC3(C)CCC12C (centres undefined),6,4,26,85*,64,0
COC(=O)/C=C/CCOS(C)(=O)=O,-35,1,10,-3,-39,16
COc1ccc(/C=C/C(C(=O)O)C(=O)O)cc1,76*,76*,83*,82*,44,78*
CCC(CC1(C)OCCC(C)O1)C(=O)O (centres undefined),-17,-6,-33,-11,-35,-5
Cn1cnc(N2CCCC2)c(C#N)c1=S,-5,-5,3,3,-12,0
CCOC(=O)C1=C(Nc2cccc3ccccc23)OC/C1=N\NC(=O)c1ccccc1O,29,20,24,28,15,13
Nc1ccc(N=Nc2cccc3c2Oc2ccccc2O3)c(N)n1,8,2,9,13,18,23
Nc1ccc(S(=O)(=O)NCCSSCCNS(=O)(=O)c2ccc(N)cc2)cc1,1,-15,25,-8,-8,10
COC(=O)C(/C(=N/NC(N)=O)C(=O)Nc1c(C)cccc1C(C)(C)C)c1nc2ccc(Cl)cc2[nH]c1=O (centres undefined),-16,-7,-4,-11,3,0
O=C(O)c1cccc2c(=O)c3ccccc3oc12,-40,-17,-14,-32,8,1
COC1OC2COC(C2OS(=O)(=O)c2ccc(C)cc2)C1OS(=O)(=O)c1ccc(C)cc1 (centres undefined),1,0,4,3,-10,13
COc1c(C)c(O)c2c(=O)cc(-c3ccccc3)oc2c1C,-4,6,15,-2,-4,29
Fc1cccc(CSC(=S)Nc2ccc(F)c(F)c2)c1,100*,100*,100*,100*,100*,100*
Cc1ccc(S(=O)(=O)NCCSS(=O)(=O)c2ccc(C)cc2)cc1,93*,91*,89*,89*,87*,89*
CC(C)OC(=O)COc1ccc(Cl)cc1Cl,-12,-14,6,12,3,-13
CCC(=O)c1cccs1,0,6,9,-8,13,27
Cc1ccc(S(=O)(=O)N2CCN(C=S)CC2)cc1,-31,14,22,23,4,27
O=c1cc(CNC2CC3CCC2C3)[nH]c(=O)[nH]1 (centres undefined),-1,-4,7,0,-3,0
O=C1CN(CCN2CCOCC2)CC(=O)N2CCCCN12,3,33,3,6,12,1
CCCCCCC(=O)N(CCC)CCC,8,1,-2,22,-29,1
Oc1ccc(C(c2ccccc2)(c2ccccc2)c2ccccc2)cc1O,99*,98*,98*,98*,97*,98*
NC(=O)N/N=C/c1ccc2oc3ccccc3c2c1,19,18,40,18,16,44
O=c1[nH]nc(Cc2ccccc2)n1/N=C\CC/C=N\n1c(Cc2ccccc2)n[nH]c1=O,-13,1,-25,-11,10,2
# Carrying on:
SMILES,mec2-1,sgs1 mgt1,yeast rad50,yeast bub3,cln2 rad14,mlh1 rad18
C=CCCCC1CCCNC1=O (centres undefined),10,-8,5,4,8,0
COc1cc2c(cc1OC)C1=NN(c3ccccc3)C(=O)C1CC2 (centres undefined),13,12,23,6,-7,19
Cc1cc2c(C)c(-c3ccccc3)c(=O)oc2c(C#N)c1C,4,-8,7,10,7,21
Cc1cc(O)c(C(C)C)cc1N=Cc1ccco1,5,-9,2,-2,6,6
Clc1ccc(C2SCCS2)c(Cl)c1,28,59,57,34,32,39
CSC(C(O)C(O)C(O)C(O)CO)n1cnc2c(=S)nc[nH]c21 (centres undefined),6,6,1,11,20,9
COC(OC)c1nc2ccccc2c(C(=O)O)c1C,5,-7,-19,27,-15,-12
CC(=O)Nc1nc(Cl)c2cc[nH]c2n1,2,-6,-1,-12,-10,-12
CC(=O)CC(=O)Nc1cccc(C)c1C,-15,15,-8,9,-2,-6
Nc1ccc2c(c1)Cc1cccc(N)c1-2,11,1,32,7,11,2
O=C(O)CCC(=O)c1ccc2ccccc2c1,7&22,-6&45,9&60,-23&9,-14&11,41&44
CN1C(=O)N(C)C2=NC(=O)N(C)C2(C(Cl)(Cl)Cl)C1=O (centres undefined),32,47,45,22,25,58
CCCCCC(C)c1ccc(O)c(C)c1 (centres undefined),56,69,82*,86*,62,73*
O=C(NOC(=O)c1ccccc1)c1ccccc1,100*,100*,99*,99*,99*,99*
C/C(=N/O)c1ccc(/C(C)=N/O)cc1,23,7,4,-16,-22,30
COc1cc(NN=C(C#N)C#N)c(OC)cc1Cl,11,48,38,41,23,35
CCNc1ncnc2c1cnn2C1CCCCC1,-7,-6,5,0,-36,-2
COc1cc(/C=N/NC2=NCCCN2)ccc1O,13,8,29,1,-16,17
CCN(CC)CCC(=O)c1ccc(Cl)c(Cl)c1,0,18,36,43,36,37
COc1cc(O)c2c(c1)Cc1cc(C)cc(O)c1C2=O,-1,6,10,17,22,2
COc1ccc(C(CCOS(=O)(=O)c2ccc(Br)cc2)(c2ccc(OC)cc2)c2ccc(OC)cc2)cc1,13,-13,1,0,-24,16
C/C(=C\c1ccccc1)C(=O)c1ccccc1,4,1,0,3,-3,20
OCC(O)COc1ccc(Cl)cc1Cl (centres undefined),6,26,22,10,9,17
CC(C)=CC1C(COC(=O)c2cc3c(cc2Cl)OCO3)C1(C)C (centres undefined),-11,11,15,21,7,33
NCC(=O)c1ccc(CCC(=O)O)cc1,0,-1,3,6,0,3
Cc1nn2c(-c3ccccc3)cnnc2c1-c1ccccc1,-21,-13,-19,7,-26,-11
CCCC(C(=O)OCCNC1CCCCC1)c1ccccc1 (centres undefined),12,63,71*,28,35,55

# Quoted from the listing, 23 compounds:
SMILES,mec2-1,sgs1 mgt1,yeast rad50,yeast bub3,cln2 rad14,mlh1 rad18
Clc1ccc(C2SCCS2)c(Cl)c1,28,59,57,34,32,39
CSC(C(O)C(O)C(O)C(O)CO)n1cnc2c(=S)nc[nH]c21 (centres undefined),6,6,1,11,20,9
COC(OC)c1nc2ccccc2c(C(=O)O)c1C,5,-7,-19,27,-15,-12
CC(=O)Nc1nc(Cl)c2cc[nH]c2n1,2,-6,-1,-12,-10,-12
CC(=O)CC(=O)Nc1cccc(C)c1C,-15,15,-8,9,-2,-6
Nc1ccc2c(c1)Cc1cccc(N)c1-2,11,1,32,7,11,2
O=C(O)CCC(=O)c1ccc2ccccc2c1,7&22,-6&45,9&60,-23&9,-14&11,41&44
CN1C(=O)N(C)C2=NC(=O)N(C)C2(C(Cl)(Cl)Cl)C1=O (centres undefined),32,47,45,22,25,58
CCCCCC(C)c1ccc(O)c(C)c1 (centres undefined),56,69,82*,86*,62,73*
O=C(NOC(=O)c1ccccc1)c1ccccc1,100*,100*,99*,99*,99*,99*
C/C(=N/O)c1ccc(/C(C)=N/O)cc1,23,7,4,-16,-22,30
COc1cc(NN=C(C#N)C#N)c(OC)cc1Cl,11,48,38,41,23,35
CCNc1ncnc2c1cnn2C1CCCCC1,-7,-6,5,0,-36,-2
COc1cc(/C=N/NC2=NCCCN2)ccc1O,13,8,29,1,-16,17
CCN(CC)CCC(=O)c1ccc(Cl)c(Cl)c1,0,18,36,43,36,37
COc1cc(O)c2c(c1)Cc1cc(C)cc(O)c1C2=O,-1,6,10,17,22,2
COc1ccc(C(CCOS(=O)(=O)c2ccc(Br)cc2)(c2ccc(OC)cc2)c2ccc(OC)cc2)cc1,13,-13,1,0,-24,16
C/C(=C\c1ccccc1)C(=O)c1ccccc1,4,1,0,3,-3,20
OCC(O)COc1ccc(Cl)cc1Cl (centres undefined),6,26,22,10,9,17
CC(C)=CC1C(COC(=O)c2cc3c(cc2Cl)OCO3)C1(C)C (centres undefined),-11,11,15,21,7,33
NCC(=O)c1ccc(CCC(=O)O)cc1,0,-1,3,6,0,3
Cc1nn2c(-c3ccccc3)cnnc2c1-c1ccccc1,-21,-13,-19,7,-26,-11
CCCC(C(=O)OCCNC1CCCCC1)c1ccccc1 (centres undefined),12,63,71*,28,35,55

# Compound activity: PubChem, NCI
